Bioassay records (PubChem BioAssay)
TRPC6 inhibitor: mouse TRPC6 channel inhibition. HEK293-TRPC6, membrane potential dye, ACh-evoked depolarization; stronger effect = lower value. B-score at 10 µM. actives 1.1% (n = 310,000);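 active = B-score under library mean minus 3 SD, initial fluorescence not abnormally high, positive integrated signal ratio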;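 note: B-score derived from integrated fluorescence ratio over the kinetic read; more negative B-score means stronger inhibition of depolarization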
Target sequence (Q61143 whole entry, looked up): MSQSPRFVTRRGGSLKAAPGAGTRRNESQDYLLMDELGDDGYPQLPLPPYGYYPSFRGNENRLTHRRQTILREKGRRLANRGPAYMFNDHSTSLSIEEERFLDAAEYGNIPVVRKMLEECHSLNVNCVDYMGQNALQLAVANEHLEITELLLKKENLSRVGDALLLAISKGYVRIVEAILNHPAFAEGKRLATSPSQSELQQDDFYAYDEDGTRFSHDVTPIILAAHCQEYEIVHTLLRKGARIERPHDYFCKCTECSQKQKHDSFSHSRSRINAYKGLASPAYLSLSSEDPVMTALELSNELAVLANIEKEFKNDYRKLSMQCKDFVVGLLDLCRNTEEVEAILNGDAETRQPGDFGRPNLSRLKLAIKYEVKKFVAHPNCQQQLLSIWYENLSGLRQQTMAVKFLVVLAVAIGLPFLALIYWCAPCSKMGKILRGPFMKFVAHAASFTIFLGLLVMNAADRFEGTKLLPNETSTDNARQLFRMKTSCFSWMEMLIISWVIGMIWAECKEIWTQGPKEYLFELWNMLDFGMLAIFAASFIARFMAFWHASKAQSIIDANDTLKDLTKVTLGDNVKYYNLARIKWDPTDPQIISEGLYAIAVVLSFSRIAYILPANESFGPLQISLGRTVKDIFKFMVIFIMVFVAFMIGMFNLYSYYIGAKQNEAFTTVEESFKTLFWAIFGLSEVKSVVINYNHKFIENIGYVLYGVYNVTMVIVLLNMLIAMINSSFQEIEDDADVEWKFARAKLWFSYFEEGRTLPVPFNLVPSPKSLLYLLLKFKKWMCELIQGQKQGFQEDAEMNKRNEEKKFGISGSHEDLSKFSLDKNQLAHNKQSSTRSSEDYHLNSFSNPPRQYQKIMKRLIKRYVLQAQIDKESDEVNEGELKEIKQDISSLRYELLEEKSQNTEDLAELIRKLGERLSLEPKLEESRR
TRPC4 potent: TRPC4 (mouse) allosteric potentiation. Q9QUQ5. HEK293 TRPC4beta/mu-opioid, DAMGO EC20, Fluo-4 Ca2+ flux; stronger effect = higher value. B-score at 10 µM. actives 0.42% (n = 310,000);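 active = B-score of calcium response area above 5 SD of library B-scores, with initial fluorescence ratio within 5 SD of library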;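 note: B-score of integrated fluorescence ratio over time as area under calcium response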
IEC-6 cytotox: counter-screen for KLF5 inhibitors: cytotoxicity in IEC-6 cells | IEC-6 cytotoxicity, luminescence viability | inhibition, % at 5 µM | actives 0.78% (n = 290,000) | AID 1825; in the data active = inhibition above about 22%;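 note: 0% = plate median of test compound wells and 100% = cytotoxic reference compound wells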
HIF act: HIF pathway transcriptional activation | actives 0.32% (n = 300,000) | AID 1910 | U2OS HRE-luciferase reporter, luminescence; normalized: DMSO 0%, desferrioxamine 100% | activation, % at 7.5 µM (by protocol);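 active = mean activation of at least 10% of the iron chelator positive control signal, with at least half of replicates also reaching 10%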
KLF5 inh: suppresses KLF5 promoter-driven expression. actives 0.23% (n = 290,000). inhibition, % at 5 µM. AID 1700. DLD-1 KLF5 promoter-luciferase reporter, luminescence;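 active = inhibition above a per-plate limit of that plate's mean compound inhibition plus 3 SD, cut at about 60% in these data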;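 note: 0% = DMSO wells and 100% = LY294002 at 200 µM; higher means less KLF5 promoter-driven luciferase light; inactives centre near -14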
TRPC6 act: activators of mouse TRPC6 channel | Q61143 | AID 2550 | B-score at 10 µM | actives 0.13% (n = 310,000) | HEK293-TRPC6 membrane potential dye fluorescence; stronger effect = higher value;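 active = B-score of the integrated fluorescence ratio above library mean plus 3 SD, and starting fluorescence ratio within library mean plus 5 SD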;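 note: higher score means more depolarization so channel activation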
aSyn 5UTR inh: MLPCN primary screen, SNCA 5' untranslated region; alpha-synuclein 5'UTR reporter, inhibitor activity; inhibition, % (tested at 7.5 µM); actives 0.82% (n = 300,000); AID 1813; in the data active = inhibition above about 60%;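 note: H4 neuroglioblastoma cells stably carrying SNCA 5'UTR luciferase fusion; 0% = DMSO wells and 100% = positive control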
SKKanGAS inh: SKKanGAS growth inhibition. actives 1.3% (n = 300,000). inhibition, % at 7.5 µM. S. pyogenes SKKanGAS, kanamycin growth, BacTiter-Glo, 6 h;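 active = mean replicate score, as percent of positive control median, at least 50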;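 note: strain carries kanamycin resistance gene driven by streptokinase promoter and grows in 40 µg/ml kanamycin; loss of luminescence reflects streptokinase promoter inhibition or plain growth inhibition; 0% = median of DMSO wells and 100% = positive control at its reference dose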
MrgX1 antagonist: antagonists of human MrgX1 receptor; Q96LB2; MRGX1-HEK293 calcium flux, Fluo-4, BAM8-22 antagonism; stronger effect = lower value; B-score at 10 µM; actives 1.3% (n = 310,000);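 active = calcium-response B-score plate-corrected more than 3 library SD below zero, starting fluorescence within 5 deviations, no agonist response on first addition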;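 note: peak minus trough fluorescence over baseline after final BAM8-22 challenge near maximal dose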
TRPC4 block: inhibitors of mouse TRPC4 channel. Q9QUQ5. HEK293 TRPC4beta/mu-opioid, DAMGO-evoked Fluo4 calcium flux; stronger effect = lower value. B-score at 10 µM. actives 0.39% (n = 300,000);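 active = B-score over 3 SD under the library average, no early fluorescence shift, positive overall ratio signal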
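Signal: kinetic Fluo4 fluorescence imaging of calcium influx. Material: stable TRPC4beta/mu-opioid receptor HEK293 cells. Probe or stimulus: DAMGO in two steps, submaximal then maximal.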
TRPC4 act: opens the mouse TRPC4 cation channel. Q9QUQ5. HEK293 TRPC4beta/mu-opioid, Fluo4 calcium fluorescence; stronger effect = higher value. B-score at 10 µM. actives 0.49% (n = 310,000). AID 2237;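 active = B-score above 5 SD of library B-scores, and initial fluorescence ratio not above library mean plus 5 SD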;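 note: positive B-score marks a calcium rise read as TRPC4 activation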
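System: HEK293 cells stably co-expressing mouse TRPC4beta and mu-opioid receptor; Schedule: Fluo4 dye loading 45 min at room temperature, 110 s recording; Detection: Fluo4 fluorescence, kinetic; Evaluation: B-scored integrated calcium fluorescence ratio; Controls: buffer (low) and maximal DAMGO (high).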
* = called active by the depositor; i = inactive; nt = not tested or not shown.

SMILES | TRPC6 inhibitor | TRPC4 potent | IEC-6 cytotox | HIF act | KLF5 inh | TRPC6 act | aSyn 5UTR inh | SKKanGAS inh | MrgX1 antagonist | TRPC4 block | TRPC4 act
COC(=O)CNC(=O)C(Cc1ccccc1)NS(=O)(=O)c1ccc2c(c1)c(=O)n(C)c(=O)n2C (stereo not drawn) | i | i | 1.6 | -0.9 | 18.6 | i | 21.9 | 4.1 | i | i | i
Cc1oc(-c2cccc(C(F)(F)F)c2)nc1CN1CCN(c2ccccn2)CC1 | i | i | 8.4 | 0.0 | -15.0 | i | 10.5 | -5.1 | i | i | i
Cc1ccc2[nH]c(=O)c3cc(C(=O)NC(C)C)sc3c2c1 | i | i | -8.2 | -2.9 | -56.6 | i | -52.5 | 0.4 | i | i | i
O=C(COC(=O)c1cc(S(=O)(=O)N2CCCCC2)ccc1N1CCOCC1)c1ccc(F)cc1 | i | i | nt | -0.2 | nt | i | 3.2 | 7.0 | i | i | i
Cc1ccc(N=C2NC(=O)c3cc([N+](=O)[O-])ccc32)cc1 | i | i | -9.2 | 1.0 | -23.3 | i | 0.2 | 7.9 | i | i | i
Cc1cc(NC(=O)c2cccc(N3C(=O)CCC3=O)c2)no1 | i | i | -8.4 | 0.2 | -21.1 | i | 8.0 | -13.5 | i | i | i
COc1cccc(CN(C(=O)COc2ccc(Cl)cc2)C2CCS(=O)(=O)C2)c1 (stereo not drawn) | i | i | 3.3 | 0.1 | 7.9 | i | 8.0 | -8.0 | i | i | i
CC(=O)Nc1ccc(NC(=O)COC(=O)c2ccco2)cc1 | i | i | 2.4 | -0.8 | -40.2 | i | 2.3 | 0.6 | i | i | i
N#Cc1cccc(CN2C=NS(=O)(=O)c3ccccc32)c1 | i | i | 4.6 | 0.7 | -56.0 | i | -1.7 | -1.7 | i | i | i
COC(=O)c1sccc1-c1ccc(C(=O)Nc2ccccc2)o1 | i | i | 3.4 | 3.3 | -93.8 | i | -115.1 | 6.0 | i | i | i
Cc1cccc(C)c1NC(=O)COC(=O)c1ccc([N+](=O)[O-])o1 | i | i | -6.0 | 0.0 | 6.3 | i | 0.4 | 19.4 | i | i | i
O=C(CC1C(=O)NCCN1Cc1c(F)cccc1Cl)NCCCN1CCCC1=O (stereo not drawn) | i | i | -0.5 | 0.2 | 3.6 | i | 4.6 | -4.4 | i | i | i
COc1ccc(S(=O)(=O)NC(C)C)cc1-n1cnnn1 | i | i | 0.0 | -0.7 | -2.2 | i | -9.6 | -3.7 | i | i | i
CCOc1ccc(-c2nnn(CC(=O)Nc3cc(OC)cc(OC)c3)n2)cc1OCC | i | i | -0.5 | 0.1 | -14.5 | i | 38.5 | 7.4 | i | i | i
CC1C(=O)N2CCCc3cc(S(=O)(=O)N4CCN(c5ccccc5F)CC4)cc1c32 (stereo not drawn) | i | i | 0.6 | -0.4 | -37.5 | i | 7.8 | -22.5 | i | i | i
Cc1nc2ccc(F)cc2cc1C(=O)NCC1CCCO1 (stereo not drawn) | i | i | 4.4 | 0.3 | 4.3 | i | -23.1 | 1.6 | nt | i | i
Cc1ccc(S(=O)(=O)N2CCOCC2)cc1C(=O)N(Cc1nnc(-c2ccccc2Cl)o1)C1CC1 | i | i | -3.1 | -1.4 | -27.5 | i | 9.8 | 26.3 | i | i | i
CC1=CC2=NC(=O)CC(C)(C(=O)N(CC(=O)NC(C)(C)C)C3CCCC3)N2C=C1 (stereo not drawn) | i | i | -3.0 | -0.1 | -21.4 | i | 18.1 | 0.8 | i | i | i
COc1ccc2cc(C3(C)NC(=O)N(CC(=O)NCC(F)(F)F)C3=O)ccc2c1 (stereo not drawn) | i | i | 6.2 | 1.0 | -57.8 | i | 17.2 | -7.0 | i | i | i
CN1CCN(C(=O)CSc2nc3c(c(=O)n(C)c(=O)n3C)n2C)CC1 | i | i | 6.4 | -0.5 | -0.8 | i | -2.9 | -3.0 | i | i | i
Cc1ccc(/C=N/n2c(-c3ccco3)n[nH]c2=S)cc1 | i | i | -1.8 | -0.4 | 2.9 | i | 17.7 | 21.1 | i | i | i
CCC(C)NS(=O)(=O)c1ccc(NC(=O)c2c(-c3ccccc3)noc2C)cc1 (stereo not drawn) | i | i | 5.7 | nt | -11.2 | i | 35.3 | -1.3 | i | i | i
Cc1cccc(NC(=O)CSc2nc3[nH]ncc3c(=O)[nH]2)c1 | i | i | -1.9 | -0.1 | -5.5 | i | 7.9 | -2.1 | i | i | i
COc1ccc(C(=O)NCC(=O)OCc2ccccc2F)cc1 | i | i | -4.3 | 0.6 | -6.7 | i | 5.0 | -2.3 | i | i | i
CCCn1c(=O)c2c(nc3n2CCCN3CCc2ccccc2)n(C)c1=O | i | i | 0.9 | 1.0 | -53.9 | i | 23.9 | -0.5 | i | i | i

Part of the list above, showing only aSyn 5UTR inh and TRPC6 act:
Compound | aSyn 5UTR inh | TRPC6 act
COc1ccc2cc(C3(C)NC(=O)N(CC(=O)NCC(F)(F)F)C3=O)ccc2c1 (stereo not drawn) | 17.2 | i
COc1cccc(CN(C(=O)COc2ccc(Cl)cc2)C2CCS(=O)(=O)C2)c1 (stereo not drawn) | 8.0 | i
CCOc1ccc(-c2nnn(CC(=O)Nc3cc(OC)cc(OC)c3)n2)cc1OCC | 38.5 | i
COc1ccc(C(=O)NCC(=O)OCc2ccccc2F)cc1 | 5.0 | i
COC(=O)c1sccc1-c1ccc(C(=O)Nc2ccccc2)o1 | -115.1 | i
N#Cc1cccc(CN2C=NS(=O)(=O)c3ccccc32)c1 | -1.7 | i

Ordered by value in KLF5 inh (falling): 3 from the list above.
| SMILES | KLF5 inh |
| --- | --- |
| CN1CCN(C(=O)CSc2nc3c(c(=O)n(C)c(=O)n3C)n2C)CC1 | -0.8 |
| Cc1ccc2[nH]c(=O)c3cc(C(=O)NC(C)C)sc3c2c1 | -56.6 |
| COc1ccc2cc(C3(C)NC(=O)N(CC(=O)NCC(F)(F)F)C3=O)ccc2c1 (stereo not drawn) | -57.8 |

(further entries)
SMILES | TRPC6 inhibitor | TRPC4 potent | IEC-6 cytotox | HIF act | KLF5 inh | TRPC6 act | aSyn 5UTR inh | SKKanGAS inh | MrgX1 antagonist | TRPC4 block | TRPC4 act
O=C(NCCN1CCOCC1)c1ccncc1 | i | i | -7.6 | -0.5 | 3.4 | i | 10.8 | 1.8 | i | i | i
NC(=O)CC(NC(=O)Cc1ccc(Br)cc1)c1ccc(NC2CCCC2)c([N+](=O)[O-])c1 (stereo not drawn) | i | i | nt | 0.0 | nt | i | -22.0 | 11.9 | i | nt | i
Cc1ccc(CCNC(=O)C2CCCN(C(=O)N(C)C)C2)cc1 (stereo not drawn) | i | i | -3.5 | -0.4 | -34.7 | i | -6.6 | 1.5 | i | i | i
Cc1c(Cl)cccc1NC(=S)NCc1cccn1C | i | i | -13.3 | -0.2 | 3.4 | i | -14.8 | 3.1 | i | -6* | i
Cc1ccc(C)c(NC(=O)CSc2nc(=O)n(CCN3CCOCC3)c3c2CCCC3)c1 | i | i | nt | 0.2 | nt | i | 9.0 | -22.1 | i | i | i
O=c1c(-c2ccccc2)coc2c(CN3CCOCC3)c(O)ccc12 | i | i | -3.2 | 0.1 | -19.5 | i | -31.5 | -10.7 | i | i | i
O=C(O)CCc1ccc(-c2cccs2)n1CCC(=O)O | i | i | -7.5 | -10.9 | -8.1 | i | 4.5 | 1.7 | i | i | i
O=C1c2ccccc2-c2cccc(C(=O)N3CCCCC3)c21 | i | i | -2.9 | -0.1 | -8.9 | i | 11.1 | -2.5 | i | i | i
CC(C(=O)O)n1ncc2ccccc2c1=O (stereo not drawn) | i | i | -4.7 | -0.3 | -6.3 | i | 20.7 | 1.3 | i | i | i
CCOC(=O)N1CCC(=C(C#N)C(=O)Nc2cc(OC)ccc2OC)CC1 | i | i | -3.3 | nt | 10.4 | i | -9.2 | 2.3 | i | i | i
O=C(NC1CCCC1)C(c1ccccc1)N(C(=O)c1csnn1)c1ccccc1F (stereo not drawn) | i | i | 3.4 | -0.7 | -2.1 | i | 5.6 | 9.8 | i | i | i
COCCNC(=S)N(CCO)Cc1cc2cc3c(cc2[nH]c1=O)OCO3 | i | i | -0.8 | -0.4 | -32.5 | i | 21.9 | 0.1 | i | i | i
O=C(Nc1ccc(S(=O)(=O)N2CCCCC2)cc1)C1CC(=O)N(c2ccc(F)cc2)C1 (stereo not drawn) | i | i | -11.1 | 0.0 | -33.5 | i | 3.4 | 7.2 | i | i | i
Cc1ccccc1OCCCCCNCCO | i | i | 3.5 | 0.1 | -40.6 | i | 10.2 | 3.6 | nt | i | i
O=C(O)c1cc(-c2ccccc2)n(-c2ccc(F)cc2)n1 | i | i | -2.9 | 1.7 | -34.5 | i | 1.2 | 3.6 | i | i | i
Cc1cc2nc(SCCOC(=O)Nc3ccccc3)nc(C)c2cc1C | i | i | -14.9 | -0.4 | 2.5 | i | 22.5 | -6.6 | i | i | i
O=C(CC1SC(=O)NC1=O)Oc1ccc(/C=N/NC(=O)c2ccccc2O)cc1 (stereo not drawn) | i | i | -5.6 | 0.4 | -24.1 | i | -13.7 | 9.4 | i | i | i
Cn1c(NNC(=O)/C=C/c2ccc3c(c2)OCO3)cc(=O)n(C)c1=O | i | i | -11.3 | -0.3 | 9.1 | i | -27.2 | -3.2 | i | i | i
C=CCOc1ccc(C(=O)Nc2ccc3c(c2)n(C)c(=O)n3C)cc1 | i | i | 4.5 | 0.4 | -38.1 | i | -26.4 | -2.2 | i | i | i
O=c1[nH]nc(Cc2ncc(C(F)(F)F)cc2Cl)c2ccccc12 | i | i | 5.3 | -0.6 | -52.0 | i | 19.2 | 0.1 | i | i | i
COc1ccc(OCCSc2nnc(-c3ccoc3C)n2C)cc1 | nt | nt | 3.3 | 0.2 | -23.1 | nt | -0.5 | -1.8 | i | nt | nt
O=C(O)CCC(=O)N(Cc1cccnc1)Cc1cccc(F)c1 | i | i | -0.2 | nt | -35.9 | i | nt | -7.1 | i | i | i
CC1CC(C)CN(C(=O)c2ccc(CSc3nc4ccncc4[nH]3)cc2)C1 (stereo not drawn) | i | i | -3.2 | -0.1 | -3.1 | i | 8.4 | -3.8 | i | i | i
O=C(CSc1nnc(-c2ccc3c(c2)OCO3)n1-c1ccccc1)c1ccccc1 | i | i | -0.7 | 0.0 | 14.6 | i | 9.6 | 4.7 | i | i | i
Cc1oncc1C(=O)Nc1cccc2ccccc12 | i | i | 6.2 | -20.3 | 16.7 | i | 2.9 | 3.5 | nt | i | i

Compounds as they come (roughly 5.8% active in at least one column).
